697 NFkB inh – lowers PMA/ionomycin-induced NF-kB signal in 697 B cells; 697 B-cell NF-kB luciferase reporter, 16 h; inhibition, % at 4 µM; 0.33% of 330,000 active; AID 435022; in the data active = inhibition above about 35%
UPR CHOP act – activators of apoptotic arm of unfolded protein response (CHOP) | CHO-CHOP luciferase reporter, UPR activation, luminescence; percent of tunicamycin response over DMSO baseline | activation, % at 10 µM | 0.34% of 330,000 active | AID 449763;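 active = at 10 µM dose, activation of 40% or more, normalized to positive control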;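 note: 100% = tunicamycin at 10 µg/mL and 0% = DMSO alone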
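Test system: CHO CHOP reporter cells. Input: 500 CHO-CHOP cells per well. Medium: F12 with 10% FBS. Technique: luciferase luminescence. Measure: percent activation relative to tunicamycin control. Dosing: 10 µM compound, 0.5% DMSO. Timing: 16-18 h cell attachment, then 6 h compound exposure, 37 °C.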
tim23-1 inh – growth inhibitors of tim23-1 mutant yeast. inhibition, % at 20 µM. S. cerevisiae tim23-1 growth, BacTiter-Glo luminescence, 24 h. AID 463212. 1.3% of 330,000 active;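 active = growth inhibition of the mutant yeast at or above 50%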;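 note: temperature-sensitive mutant grown at 25 °C; plate controls were DMSO-treated mutant yeast for no effect and medium wells lacking yeast for full effect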
Jurkat NFkB inh – inhibitors of the PMA/ionomycin-induced NF-kB reporter in Jurkat cells; PMA/ionomycin-induced NF-kB luciferase reporter, luminescence; AID 435003; 0.53% of 330,000 active; inhibition, % at 4 µM; in the data active = inhibition above about 50%
TIM10 inh – TIM10 yeast growth inhibition; inhibition, % at 10 µM; S. cerevisiae TIM10 strain growth, BacTiter-Glo luminescence, 24 h; AID 463195; 1.4% of 330,000 active;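 active = inhibition of 40% or more at the single tested concentration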;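 note: wild-type TIM10 isogenic control strain grown at permissive 25 °C; 0% = DMSO yeast wells and 100% = minimal medium wells without yeast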
UPR XBP1 act – adaptive UPR (XBP1) activation; CHO-XBP1 luciferase reporter, IRE1-XBP1 UPR activation, luminescence; percent of tunicamycin response, DMSO as zero; activation, % at 20 µM; 0.33% of 330,000 active; AID 463104;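 active = versus positive control, 20 µM dose yields 30% or more activation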;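 note: 100% = tunicamycin at 10 µg/mL and 0% = DMSO only wells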
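assay system = CHO-XBP1 luciferase reporter cells | amount = 1000 cells/well | buffer or medium = F12 plus 10% FBS | compound dosing = single point, 20 µM final compound, 1% DMSO | incubation = 16-18 h cell attachment at 37 °C, then 6 h compound exposure | detection = Steady-Glo luminescence read | controls = tunicamycin 10 µg/mL and vehicle-only wells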
Mdm2 MdmX PPI – inhibitors of human Mdm2/MdmX interaction. inhibition, % at 8 µM. SaOS-2 split-luciferase Mdm2/MdmX complementation, luminescence. 3% of 330,000 active. AID 485346;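 active = inhibition of at least 50% at 8 µM in the primary screen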
Target sequence (O15151 whole entry, looked up): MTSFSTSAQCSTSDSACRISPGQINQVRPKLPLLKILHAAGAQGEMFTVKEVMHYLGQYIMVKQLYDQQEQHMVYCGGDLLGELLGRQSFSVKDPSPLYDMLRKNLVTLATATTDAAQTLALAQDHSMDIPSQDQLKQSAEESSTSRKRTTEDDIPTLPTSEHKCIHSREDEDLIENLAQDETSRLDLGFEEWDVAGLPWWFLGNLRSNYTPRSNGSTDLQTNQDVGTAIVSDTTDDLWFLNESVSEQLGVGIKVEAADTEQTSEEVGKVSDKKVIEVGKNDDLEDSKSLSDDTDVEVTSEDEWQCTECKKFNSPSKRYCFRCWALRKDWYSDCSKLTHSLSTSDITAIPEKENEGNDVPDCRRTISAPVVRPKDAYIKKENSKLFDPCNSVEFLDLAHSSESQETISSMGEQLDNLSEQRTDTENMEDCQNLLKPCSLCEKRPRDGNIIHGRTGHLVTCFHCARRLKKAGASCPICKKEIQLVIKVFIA
Target sequence (Q00987 whole entry, looked up): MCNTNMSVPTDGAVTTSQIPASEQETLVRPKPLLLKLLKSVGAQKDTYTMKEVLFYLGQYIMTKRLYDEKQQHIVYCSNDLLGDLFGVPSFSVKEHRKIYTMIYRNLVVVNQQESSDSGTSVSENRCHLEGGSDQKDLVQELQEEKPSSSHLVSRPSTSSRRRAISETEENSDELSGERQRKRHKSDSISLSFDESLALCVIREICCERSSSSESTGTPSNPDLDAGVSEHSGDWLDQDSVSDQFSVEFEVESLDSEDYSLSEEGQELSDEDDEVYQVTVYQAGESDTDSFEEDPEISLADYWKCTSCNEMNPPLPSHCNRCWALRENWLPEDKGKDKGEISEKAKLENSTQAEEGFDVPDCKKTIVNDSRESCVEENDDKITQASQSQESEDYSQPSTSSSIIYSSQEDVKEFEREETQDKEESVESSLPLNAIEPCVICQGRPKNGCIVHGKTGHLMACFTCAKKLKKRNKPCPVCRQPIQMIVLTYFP
tim10-1 inh – inhibits growth of tim10-1 mutant yeast; 2.2% of 330,000 active; S. cerevisiae tim10-1 ts strain growth, BacTiter-Glo, 24 h; inhibition, % at 20 µM;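 active = inhibition of at least 40%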;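 note: mutant grown at 25 °C; 0% = DMSO wells with yeast and 100% = wells holding no yeast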
An asterisk follows results filed as active. This is a random part of the collection; about 6.6% have a hit in one of these screens.

Molecule	697 NFkB inh	UPR CHOP act	tim23-1 inh	Jurkat NFkB inh	TIM10 inh	UPR XBP1 act	Mdm2 MdmX PPI	tim10-1 inh
Cc1ccc(S(=O)(=O)CCC(=O)OCc2cc(C)ccc2C)cc1	3.4	-0.6	29.0	4.6	13.9	0.4	7.9	23.5
O=C(COC(=O)c1ccc(F)cc1)NC1CC1	13.3	-1.2	1.3	-4.7	-9.4	-1.3	11.4	17.2
Cc1ccc(-c2ccc(OC(=O)c3ccc(=O)[nH]c3)c(C)c2)cc1	-21.6	8.0	27.1	6.2	21.8	-1.8	13.0	28.8
COc1ccc(-n2c(=S)[nH]c3sc(-c4ccccc4)cc3c2=O)c(OC)c1	-1.5	-0.4	-0.8	-10.9	-23.6	1.4	-20.9	7.7
CCSc1nnc([C@@H](NC(=O)OC(C)(C)C)C(C)C)o1	-10.3	0.3	-5.3	10.5	7.5	-2.4	-19.5	-3.4
O=C(NN1C(=O)c2cc(Br)ccc2NC1c1ccccc1Cl)c1ccncc1 (stereo not drawn)	3.4	6.9	1.2	24.0	8.4	0.6	-32.4	15.9
CCn1c(O)c(C=Nc2ccccc2)oc1=S	2.7	-0.4	5.0	2.9	3.5	-0.9	8.7	2.9
CC(Oc1ccc(-c2ccccc2)cc1)C(=O)N1CCOCC1 (stereo not drawn)	5.1	-0.4	14.1	-8.3	-5.9	-1.5	-7.0	13.5
COC(=O)C1=C(C)NC(C)=C(C(=O)OC)C1c1ccc2ccccc2n1	-26.0	0.6	15.3	-0.5	-8.1	-2.0	26.4	2.9
O=C(N/N=C/c1ccccc1Cl)c1[nH]c2ccc(Br)cc2c1-c1ccccc1	-231.3	-0.4	8.4	63.7*	34.2	49.7*	88.6*	29.4
COc1ccc(OC)c(NC(=O)CN2C(=O)COc3ccc(C)cc32)c1	-0.1	1.7	21.4	5.4	0.5	-6.2	-15.1	0.7
COc1ccc(-n2nc(C(=O)NCC(=O)N3CCCC(C)C3)c3ccccc3c2=O)cc1Cl (stereo not drawn)	-16.8	3.5	22.9	-2.8	3.8	-2.7	1.2	23.8
O=C(CN1C(=O)CSC1=O)Nc1ccccc1F	-16.4	0.2	2.1	-5.9	8.5	-1.6	3.4	5.0
COc1cccc(-n2c(C)nc3c(cnn3-c3ccc(C)cc3)c2=O)c1	-17.4	3.1	35.0	18.4	14.3	1.9	9.4	28.6
CCOC(=O)C1(CC)NC(c2ccc(OC)c(OC)c2)C2C(=O)N(c3cccc(C(C)=O)c3)C(=O)C21 (stereo not drawn)	-0.1	-0.9	-7.1	3.8	-5.3	-4.1	19.5	-5.5
COc1ccc(-c2oc3cccnc3c2/C=C/c2ccc(OC)c(OC)c2)cc1	-28.5	1.1	36.5	-10.0	18.4	3.5	9.7	41.1*
COCCN(C(=S)Nc1ccccc1OC)C1CCN(C(C)C)CC1	14.4	-0.6	16.0	-11.1	-5.5	1.4	13.2	2.9
Cc1cccc(NC(=O)c2cc(S(=O)(=O)N3CCCCC3)ccc2Cl)n1	8.6	1.8	-13.4	2.0	8.6	-2.2	5.9	1.3
N#CCN1C(=O)C(=O)N(Cc2cccc(C(F)(F)F)c2)C1=O	-8.7	-2.0	-1.9	-3.3	-13.5	-3.2	-22.9	5.2
c1ccc2c(c1)[nH]c1ccncc12	16.0	-0.7	-0.7	12.5	-3.9	-3.1	14.0	-4.8

Next part:
Molecule	697 NFkB inh	UPR CHOP act	tim23-1 inh	Jurkat NFkB inh	TIM10 inh	UPR XBP1 act	Mdm2 MdmX PPI	tim10-1 inh
CCOCCCn1c(=S)[nH]c2ncccc2c1=O	10.1	-0.4	17.8	-3.8	1.8	-1.8	1.3	14.3
Cc1noc(C)c1CSc1nc2ccccc2nc1NS(=O)(=O)c1ccc(Cl)cc1	-7.7	1.8	0.2	0.7	2.1	-0.8	63.3*	25.1
COc1ccc(C(=O)/C=C/c2cccc(OCc3ccccc3)c2)cc1CSCC(=O)O	-15.1	0.8	37.1	10.1	18.0	-4.0	36.8	31.2
CN1CCc2ccc(NC(=O)c3ccc(C(F)(F)F)cc3)cc2C1	-8.0	1.0	-5.8	8.4	0.8	1.7	11.5	-8.9
COc1ccc(CCN2CC(C(=O)N(C)C3CCOCC3)CCC2=O)cc1 (stereo not drawn)	-12.9	-1.5	-6.8	-9.7	3.9	-2.0	-11.8	2.8
COc1ccc(C(=O)NC(=S)NCc2cccnc2)cc1Br	1.6	-0.8	0.8	0.7	2.6	-2.5	15.0	18.6
CC1CCN(C(=O)COC(=O)c2ccc3ccccc3n2)CC1	14.2	1.3	3.1	5.2	-11.7	-1.8	-6.6	-20.7
O=c1ccc(-c2ccc(S(=O)(=O)Nc3cccc(F)c3)o2)n[nH]1	-37.8	1.1	14.5	-9.2	2.6	-4.5	-26.1	-0.2
N#Cc1ccncc1Sc1ccc(Cl)cc1	-4.4	0.2	30.9	-2.4	14.2	0.2	-22.0	18.2
CC(C)NC(=O)N(C)C[C@@H]1Oc2ccc(NC(=O)CCN3CCOCC3)cc2CC(=O)N([C@@H](C)CO)C[C@@H]1C	12.6	0.2	11.0	2.9	1.1	-1.3	-1.8	-3.2
Cc1nc2scc(-c3ccccc3)c2c(=O)n1N	16.7	2.2	4.1	1.8	13.6	-4.5	0.1	4.3
COC(=O)Cn1c(=NC(=O)c2nc3ccccc3s2)sc2cc(S(N)(=O)=O)ccc21	3.4	1.7	2.6	-6.8	-2.4	4.4	27.7	12.9
Cc1cccc(N2CCN(C(=O)Cn3ccc4ccccc4c3=O)CC2)c1C	-0.4	-1.9	-45.8	8.7	-25.1	-2.7	1.0	-20.7
O=[N+]([O-])c1cccc(S(=O)(=O)Nc2ccc(-c3ccc(N4CCCC4)nn3)cc2)c1	-7.9	4.3	6.1	-2.4	1.6	0.1	17.2	8.2
CCN1C(=O)N[C@@H](CCc2ccccc2)[C@H](C(=O)OC)[C@H]1C	-0.3	0.9	6.7	3.5	-6.2	-2.8	-1.2	2.9
O=C(N=Nc1c(O)n(C2OC(=O)c3ccccc32)c2ccccc12)c1ccco1 (stereo not drawn)	-23.9	2.0	15.3	-19.4	-0.5	-1.9	-47.2	22.5
c1ccc(COc2ccc(-c3sc(Nc4ccccc4)n[n+]3-c3ccccc3)cc2)cc1	-18.2	2.6	7.7	-28.7	2.8	-0.7	16.5	7.4
COc1cc(/C=N/NC(=O)C(=O)/C=C2\NC(C)(C)Cc3ccccc32)ccc1O	-7.0	1.2	42.1	-8.2	34.0	0.1	13.7	27.9
CCOC(=O)c1sc(NC(=O)c2cccc(S(=O)(=O)N3CCN(C)CC3)c2)cc1C	-12.0	2.8	-3.4	-12.7	15.7	1.7	-7.8	6.4
COc1ccc(CNC(=O)C(=O)NCC2OCCN2S(=O)(=O)c2ccccc2)cc1 (stereo not drawn)	9.5	-2.1	5.5	-0.6	-0.9	-5.6	12.5	15.3

Other structures:
Molecule	697 NFkB inh	UPR CHOP act	tim23-1 inh	Jurkat NFkB inh	TIM10 inh	UPR XBP1 act	Mdm2 MdmX PPI	tim10-1 inh
COc1ccc(-c2nnc(SCC(=O)c3cccs3)n2-c2ccc(Cl)cc2)cc1	-1.2	-0.7	36.7	-4.0	25.5	-2.0	4.7	33.8
CCCNC(=O)c1ccc(-c2nc3ccccc3s2)s1	-57.7	-5.5	55.6*	-161.0	54.8*	-9.9	-95.5	3.3
CCCC1(C)SC(NC(C)=O)=NN1C(C)=O (stereo not drawn)	16.1	-0.2	-5.9	14.7	5.3	-1.9	23.7	9.5
CSc1nc(N2CCOCC2)c2c3c(sc2n1)CCCC3	-20.3	1.0	35.6	-4.0	-22.5	4.8	2.9	30.4
O=C(NNc1nc2c(F)cccc2s1)c1cc(=O)c2ccccc2o1	-16.0	1.6	18.6	0.4	-22.2	-0.7	-74.0	26.1
Cc1c(NC(=O)CSCc2ccc(Cl)cc2Cl)cccc1C(=O)O	-24.0	-0.8	5.0	-3.1	3.8	4.8	-20.9	-0.7
O=C(Nc1cccc(NC(=O)c2ccc3c(c2)OCO3)c1)c1ccccc1	4.6	-2.4	5.8	-25.7	-25.9	0.5	26.9	-7.0
CCCCC1CCC(C(=O)Nc2ccc(S(=O)(=O)Nc3nccs3)cc2)CC1 (stereo not drawn)	-16.1	0.9	-2.7	-15.2	-2.1	-1.7	-19.1	17.1
CN(C)C1=NC[C@H](Cc2ccccc2)N1CC1CCCC1	9.9	-1.0	10.1	14.0	4.1	-0.7	-5.5	4.4
Cc1ccc(CNC(=O)C2CCCN(c3ncnc4c3nc3n4CCCCC3)C2)cc1 (stereo not drawn)	-28.1	0.0	18.2	20.7	9.5	-4.2	-2.6	27.9
CN1C(=O)c2ccc(C(=O)NCc3ccccn3)cc2C1=O	6.6	-0.6	9.7	17.8	-3.8	-5.2	-9.6	-5.2
COc1ccccc1N1CCN(/N=C\c2cccnc2)CC1	3.3	2.8	13.8	-2.7	-8.6	-4.7	19.4	8.0
O=[N+]([O-])c1cccc(Nc2c3ccccc3nc3ccccc23)c1	-19.8	-3.2	23.0	12.6	42.1*	-1.3	17.4	-37.0
CCc1cc2c(cc(C(=O)O)n2C)s1	3.9	-1.4	20.8	3.1	0.2	-2.6	-9.4	9.2
O=C(NC1CCCc2c1cnn2-c1ccc(F)cc1F)c1ccccn1 (stereo not drawn)	-15.5	-1.5	20.2	13.8	6.5	-0.1	-20.2	32.7
CCOC(=O)CCc1c(C)c2ccc(OCC(=O)OC(C)C)cc2oc1=O	-6.9	-0.1	13.9	2.2	21.7	-0.4	-19.9	14.9
COC(=O)CSc1nc(NCC(C)C)nc(N2CCOCC2)n1	-8.2	-0.1	11.4	-9.0	0.3	1.1	-8.9	3.1
CS(=O)(=O)N1CCC(c2noc(-c3ccc(C(F)(F)F)cc3)n2)CC1	-29.4	-2.4	14.6	6.6	1.8	1.1	-13.8	15.1
Clc1ccc(CSc2nnc(-c3cccnc3)o2)cc1	14.8	1.2	-4.7	-12.6	-3.0	-0.7	28.3	15.7
CCOCCCn1c(=S)[nH]c2cc(C(=O)N3CCC(C(N)=O)CC3)ccc2c1=O	11.0	-1.1	2.7	-6.3	-5.8	1.8	2.8	4.5
CC(Sc1cccc[n+]1[O-])c1ccccc1 (stereo not drawn)	-12.1	0.8	-4.9	-4.2	3.7	-2.3	14.5	-1.8
COc1cccc(C(=O)SC2=NCCS2)c1	-7.2	-1.6	47.8	1.1	1.4	-3.0	1.3	7.2

Single records (already shown). Order of values: 697 NFkB inh	UPR CHOP act	tim23-1 inh	Jurkat NFkB inh	TIM10 inh	UPR XBP1 act	Mdm2 MdmX PPI	tim10-1 inh
CN(C)C1=NC[C@H](Cc2ccccc2)N1CC1CCCC1 is listed as 9.9	-1.0	10.1	14.0	4.1	-0.7	-5.5	4.4
CC(Sc1cccc[n+]1[O-])c1ccccc1 (stereo not drawn) is listed as -12.1	0.8	-4.9	-4.2	3.7	-2.3	14.5	-1.8
Cc1c(NC(=O)CSCc2ccc(Cl)cc2Cl)cccc1C(=O)O is listed as -24.0	-0.8	5.0	-3.1	3.8	4.8	-20.9	-0.7
Clc1ccc(CSc2nnc(-c3cccnc3)o2)cc1 is listed as 14.8	1.2	-4.7	-12.6	-3.0	-0.7	28.3	15.7
O=[N+]([O-])c1cccc(Nc2c3ccccc3nc3ccccc23)c1 is listed as -19.8	-3.2	23.0	12.6	42.1*	-1.3	17.4	-37.0

Compound activity deposited in PubChem by Sanford-Burnham Center for Chemical Genomics.
